Source: PubChem
HSF1 activator = HSF-1 activators, primary screen, NIH3T3-HGL cells, MG132 stress, luminescence, single point | NIH3T3-HGL HSF-1 luciferase reporter, 8 h; 100% = twice DMSO control signal | activation, % at 9 µM | actives 1.7% (n = 300,000) | AID 504408, 2011;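 active = mean replicate activation of at least 50% with a set share of replicates each reaching 50%; inconclusive = only one of those two conditions met; inactive = mean below 50% and too few replicates reaching it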;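 also: 0% = median of the neutral control wells and 100% = twice that signal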
aSyn UTR inh = MLPCN primary screen, SNCA 5' untranslated region; alpha-synuclein 5'UTR reporter, inhibitor activity; inhibition, % (tested at 7.5 µM); actives 0.82% (n = 300,000); in the data active = inhibition above about 60%; inconclusive = no clear call, values can overlap the other calls;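 also: H4 neuroglioblastoma cells stably carrying SNCA 5'UTR luciferase fusion; 0% = DMSO wells and 100% = positive control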
GSK3B inh = human GSK3beta kinase inhibitors, primary screen, biochemical, cell-free homogeneous, HTS; Glycogen synthase kinase-3 beta (Homo sapiens), P49841; GST-GSK3beta kinase, ADP-Glo luminescence, 60 min; active compounds read low; activity score (negative = inhibition), % at 10 µM; actives 0.038% (n = 300,000); AID 2097, 2009;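 active = more than half of replicate wells score below -50%, meaning over 50% inhibition versus plate controls; inconclusive = some replicates but at most half score below -50%; inactive = no replicate scores below -50%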;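 also: 0% = median DMSO wells and -100% = median GW8510 positive control wells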
Target sequence (P49841 whole entry, looked up): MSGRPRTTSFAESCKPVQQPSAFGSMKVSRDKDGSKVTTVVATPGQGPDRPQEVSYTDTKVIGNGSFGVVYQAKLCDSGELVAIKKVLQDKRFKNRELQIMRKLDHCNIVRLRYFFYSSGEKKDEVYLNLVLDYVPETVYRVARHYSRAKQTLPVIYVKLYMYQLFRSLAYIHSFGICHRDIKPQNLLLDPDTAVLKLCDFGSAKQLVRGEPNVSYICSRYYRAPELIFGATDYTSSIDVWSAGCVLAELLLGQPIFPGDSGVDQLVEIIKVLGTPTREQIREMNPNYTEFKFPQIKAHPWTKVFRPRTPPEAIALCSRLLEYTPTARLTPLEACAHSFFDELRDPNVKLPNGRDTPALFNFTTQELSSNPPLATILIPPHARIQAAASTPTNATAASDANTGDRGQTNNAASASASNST
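Test system: GST-fused GSK3beta enzyme, cell-free | Quantity: 1.6 ng GST-GSK3beta enzyme per well | Reagent: 25 µM ATP with peptide substrate | Schedule: 60 min enzyme reaction, room temperature | Signal: Luminescent ADP-Glo measurement of ADP formed | Read-out basis: Score relative to plate controls | Control set: DMSO and 20 µM GW8510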
HSP90 inh = HSP90 inhibitors, primary screen, cell lysate, luminescence. Heat shock protein HSP 90 (rabbit reticulocyte lysate; luciferase refolding). AID 1789, 2009. Rabbit reticulocyte lysate, luciferase refolding luminescence, 3 h. inhibition, % at 5.6 µM. actives 0.91% (n = 290,000);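 active = inhibition above the screen-wide mean plus 3 SD, computed separately per campaign, cut at about 16% in these data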;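 also: 0% = DMSO wells and 100% = 60 µM geldanamycin wells; inhibitors lower the luminescence because luciferase stays unfolded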
Platelet DG rel = inhibitors of platelet dense granule secretion, primary screen, cell-based, MLPCN, human platelets; human platelet-rich plasma, SFLLRN dense granule ATP release, luminescence; inhibition, %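 (compounds screened at 7.5 µM in platelet-rich plasma)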; actives 0.22% (n = 300,000); AID 1663, 2009;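 active = mean replicate score, as percent of positive control, at or above 50; inconclusive = mean below 50 but at least one replicate at or above 50; inactive = mean and every replicate below 50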
IEC-6 cytotox = cytotoxicity in IEC-6 intestinal epithelial cells, primary screen, cytotoxicity control for KLF5 inhibitor project, cell-based, luminescence; IEC-6 cytotoxicity, luminescence viability; AID 1825, 2009; actives 0.78% (n = 290,000); inhibition, % at 5 µM; in the data active = inhibition above about 22%;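 also: 0% = plate median of test compound wells and 100% = cytotoxic reference compound wells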
DYRK1A inh = rat Dyrk1A kinase inhibitors, primary screen, biochemical, single point, plate reader | Dual specificity tyrosine-phosphorylation-regulated kinase 1A (Rattus norvegicus), Q63470 | ADP-Glo luminescence, NFATc1 peptide | inhibition, % at 12.5 µM | actives 0.43% (n = 310,000); in the data active = inhibition above about 50%;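 also: plate controls were vehicle with enzyme for no effect and no enzyme for full effect; many of its hits are not listed in these tables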
GSK3 alpha inh = blockers of GSK3A enzyme activity – biochemical, luminescence, cell-free homogeneous, HTS, primary screen; GSK-3 alpha kinase, ADP-Glo luminescence, 60 min; inhibition, % at 10 µM; actives 0.1% (n = 320,000); Glycogen synthase kinase-3 alpha (Homo sapiens), P49840;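 in the data active = inhibition above about 50%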;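 also: GST-tagged GSK-3 alpha with peptide substrate and 25 µM ATP; 0% = DMSO neutral wells and 100% = GW8510 positive control wells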
Target sequence (P49840 whole entry, looked up): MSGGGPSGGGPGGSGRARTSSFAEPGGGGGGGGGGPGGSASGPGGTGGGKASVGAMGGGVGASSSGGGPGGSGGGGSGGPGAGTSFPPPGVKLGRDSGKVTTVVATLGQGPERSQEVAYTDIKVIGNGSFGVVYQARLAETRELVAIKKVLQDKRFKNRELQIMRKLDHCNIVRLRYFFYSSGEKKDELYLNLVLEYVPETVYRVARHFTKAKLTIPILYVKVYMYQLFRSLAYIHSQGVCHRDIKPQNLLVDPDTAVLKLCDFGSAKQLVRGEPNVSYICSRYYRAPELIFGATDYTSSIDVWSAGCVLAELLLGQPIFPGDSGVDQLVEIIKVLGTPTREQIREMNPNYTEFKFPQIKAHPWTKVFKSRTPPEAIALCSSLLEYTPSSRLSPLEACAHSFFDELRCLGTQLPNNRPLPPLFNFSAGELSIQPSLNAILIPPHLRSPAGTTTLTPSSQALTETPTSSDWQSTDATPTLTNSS
KLF5 inhibitor = KLF5 expression inhibitors, primary screen, DLD-1 cells, luminescence; actives 0.23% (n = 290,000); DLD-1 KLF5 promoter-luciferase reporter; AID 1700, 2009; inhibition, % at 5 µM;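 active = inhibition above a per-plate limit of that plate's mean compound inhibition plus 3 SD, cut at about 60% in these data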;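 also: 0% = DMSO wells and 100% = LY294002 at 200 µM; higher means less KLF5 promoter-driven luciferase light; inactives centre near -14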
HSF1 inhib = HSF1 inhibitors in luciferase reporter cells, primary screen, cell-based, NIH3T3, luminescence; NIH3T3-HGL HSE-luciferase, MG132-induced, luminescence 8 h; active compounds read low; activity change, negative = inhibition, % at 7.5 µM (by protocol); actives 0.77% (n = 300,000);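 active = more than half of replicate wells show activity change below -50%, luminescence cut by over half; inconclusive = some wells, but at most half, below -50%; inactive = no replicate well below -50%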;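 also: luciferase reports HSF-1 transcriptional activity via heat shock element; 0% = median of DMSO wells and -100% = zero luminescence signal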
The depositor's hits bear a star; ? = inconclusive; . = no result given. This is a subset; rates above refer to the full screens.

Value order: HSF1 activator	aSyn UTR inh	GSK3B inh	HSP90 inh	Platelet DG rel	IEC-6 cytotox	DYRK1A inh	GSK3 alpha inh	KLF5 inhibitor	HSF1 inhib
> Cc1c(NC(=O)CN2CCN(c3ccc(F)cc3)CC2)c(=O)n(-c2ccccc2)n1C
 : 17	0	0	-2	14	3	2	4	-14	-2
> CC(C)(C)C(=O)CSc1nc2ccccc2o1
 : 33	-109	-1	-3	1	2	-32	1	-41	20
> CCN(CC)S(=O)(=O)c1ccc(N2CCCC2)c(NS(=O)(=O)c2ccccc2)c1
 : -4	7	2	-2	2	-8	-1	0	-46	-1
> COc1ccccc1CN1CC(C(=O)N(CCO)Cc2cccs2)CCC1=O (centres undefined)
 : -11	-4	2	0	-2	1	-2	-2	-47	-5
> CC(=O)Oc1ccc2ccccc2c1C(NC(=O)Cc1ccccc1)c1ccccc1 (centres undefined)
 : 14	17	4	2	-2	4	2	-2	-27	4
> Cc1ccc(OCCC(=O)OCC(=O)NCc2ccccc2)cc1
 : 18	-2	-3	.	6	.	3	1	.	1
> O=C(NCc1csc(-c2ccccc2)n1)c1cc(F)cc2c1OCOC2
 : 35	-113	1	-2	-3	-6	.	-1	-73	30
> O=S(=O)(NCc1cccs1)c1ccc(Br)cc1
 : -37	5	1	5	6	3	-7	4	6	-29
> CCCCCCOc1ccc(N2C(=O)CC(N3CCC(C(=O)OCC)CC3)C2=O)cc1 (centres undefined)
 : 5	6	-5	2	-7	8	-3	5	4	-4
> CCn1cc(CNC(=O)CCSc2nc(-c3ccco3)cc(C(F)(F)F)n2)cn1
 : -16	14	-2	1	3	1	.	0	8	-6
> O=C(O)C1=C[C@@H](c2ccc(Br)cc2)C[C@@H](OCCCCO)O1
 : 1	4	1	.	-2	.	.	-8	.	-4
> COc1ccc(CCNS(=O)(=O)c2ccc(F)cc2)cc1OC
 : -8	8	1	3	-2	3	-4	-1	6	-10
> CCOC(=O)N1CCN(CC(O)COc2ccc(CC)cc2)CC1 (centres undefined)
 : 0	16	-3	-2	-1	-13	-2	-2	-34	1
> COc1ccc(-c2cn(-c3ccc(OC)cc3)c(=S)[nH]2)cc1
 : 57*	-129	-5	1	3	-3	-3	1	-66	10
> COc1cc(C#N)c(NC(=O)CN2CCC(C(N)=O)CC2)cc1OC
 : 3	8	-4	4	-7	1	4	1	-9	-3

Value order: HSF1 activator	aSyn UTR inh	GSK3B inh	HSP90 inh	Platelet DG rel	IEC-6 cytotox	DYRK1A inh	GSK3 alpha inh	KLF5 inhibitor	HSF1 inhib
> C[C@@H](C(=O)NCCc1ccccc1)N1C(=O)N2CCc3c([nH]c4ccccc34)[C@@]2(C)C1=O
 : 1	-17	0	-5	-3	-4	2	0	3	4
> COc1ccc(C2=CC(c3ccc(F)cc3)n3nnnc3N2)cc1 (centres undefined)
 : 17	-130	0	5	-10	0	3	0	-35	19
> CCCNS(=O)(=O)c1ccc(CCC(=O)N2CCN(c3ccc(OC)cc3)CC2)cc1
 : -7	20	2	-3	2	-4	4	0	-13	-2
> COc1ccc(NC(=O)c2cc(-c3ccc(C)o3)nc3ccccc23)cc1OC
 : .	.	.	3	.	1	-4	-2	-26	.
> O=C(OCC(=O)N1CCC(Cc2ccccc2)CC1)c1cc(Cl)ccc1O
 : -7	-4	1	.	-2	.	-3	-1	.	-4
> O=C(Nc1cccc2ccccc12)c1cn(-c2ccccc2)nc1-c1cccs1
 : 21	-5	3	-3	1	6	-4	-2	-46	19
> Cc1c(Br)c(C(F)(F)F)nn1CC(=O)N1CCCC1
 : -18	14	2	-3	8	-4	-3	13	-46	-7
> COc1ccccc1C1N(c2cc(Cl)ccc2OC)C(=O)C2CCCN21 (centres undefined)
 : -5	-19	-1	0	28	-3	5	-7	-16	-2
> COc1ccc(/C=N/OCc2ccc(Br)cc2)c(OC)c1
 : 12	-38	-1	1	-2	8	0	5	-9	5
> CCOC(=O)c1ccc(NC(=O)Nc2ccccn2)cc1
 : 10	-90	2	-3	3	6	-7	0	-28	14
> O=c1cc[nH]c2cc(C(F)(F)F)ccc12
 : -13	6	-1	1	-8	11	8	-3	-19	-9
> CCN1C(c2ccccc2)=C(c2ccccc2)S/C1=C/C=C1\SC(=S)N(C)C1=O
 : .	.	.	0	.	0	9	.	1	.
> C=CCN(C(=O)CNC(=O)c1ccco1)C(C(=O)NC1CCCC1)c1ccc(OC)cc1 (centres undefined)
 : -5	-5	4	3	-1	-4	-15	-2	-27	1
> COCCNC(=O)NC(=O)COC(=O)C1(c2ccc(Cl)cc2)CC1
 : -3	1	0	0	12	1	0	-1	-49	3
> COC(=O)c1cc(OC)c(OC)cc1NC(=O)Cn1nnc(-c2ccccc2Cl)n1
 : 0	20	3	-2	15	3	11	-2	5	-5

Value order: HSF1 activator	aSyn UTR inh	GSK3B inh	HSP90 inh	Platelet DG rel	IEC-6 cytotox	DYRK1A inh	GSK3 alpha inh	KLF5 inhibitor	HSF1 inhib
> O=C1CCCN1c1ccc(N2CCCC2=O)cc1
 : -11	27	-2	-5	6	-2	0	-2	-33	-7
> COc1cccc(NS(=O)(=O)Cc2ccccc2)c1
 : 9	5	2	-4	-1	-2	-1	0	2	6
> CN(C(=O)COC(=O)Cn1c(C(F)(F)F)nc2ccccc21)c1c(N)n(Cc2ccccc2)c(=O)[nH]c1=O
 : 10	-2	3	-1	-12	-3	1	0	-50	2
> CC(=O)Cn1ncc(N(C)Cc2ccccc2)c(Cl)c1=O
 : 13	-51	1	-2	-5	-4	2	-2	-30	-3
> COc1ccc(S(=O)(=O)N2CCN(C(=O)N(C)C)C2C)cc1 (centres undefined)
 : -4	-8	-23	-5	-9	-6	3	-4	9	-5
> C#Cc1cccc(NC(=O)c2ccc(Cl)cc2Cl)c1
 : ?	-185	-3	1	7	-2	7	0	-136	9
> CCCc1nc2c(nnn2Cc2ccccc2)c(=O)[nH]1
 : 5	22	-4	0	-1	-6	-1	-2	-28	2
> O=S(=O)(NCC1CCCO1)c1ccc(Br)cc1 (centres undefined)
 : 0	5	6	0	-6	-8	-1	1	-34	-5
> CCN(CC)CCOC(=O)c1ccc([N+](=O)[O-])cc1
 : -21	9	0	0	-6	3	-5	0	-4	-6
> CCC1(C)Cc2c(sc3nnn(CC(=O)Nc4ccc(C)cc4)c(=O)c23)CO1 (centres undefined)
 : 2	4	1	0	2	1	13	-1	7	5
> O=C(c1noc2c1CSc1ccccc1-2)N1CCN(c2ccc(Cl)cc2)CC1
 : -5	17	-3	-2	-9	-6	.	3	-1	-3
> O=C(NCc1ccccn1)c1nc(-c2cccs2)no1
 : 8	-16	-1	-3	-2	5	9	.	-32	-7
> COc1ccc(-c2c(NC(C)=O)n(C)c3ccccc3c2=O)cc1
 : -3	-1	-6	1	-1	-2	0	-2	-19	-8
> CC12COC3(P(=O)(c4ccccc4)c4ccccc4)CC1CCC23CP(=O)(c1ccccc1)c1ccccc1 (centres undefined)
 : 2	-1	-4	4	-10	1	1	-2	0	-4
> CN(C)c1cccc(C(=O)NC2CCCc3ccccc32)c1 (centres undefined)
 : -2	-18	.	1	12	-9	4	-1	-62	6

Reprinted from above, 10 compounds:
Value order: HSF1 activator	aSyn UTR inh	GSK3B inh	HSP90 inh	Platelet DG rel	IEC-6 cytotox	DYRK1A inh	GSK3 alpha inh	KLF5 inhibitor	HSF1 inhib
> O=C1CCCN1c1ccc(N2CCCC2=O)cc1
 : -11	27	-2	-5	6	-2	0	-2	-33	-7
> COc1cccc(NS(=O)(=O)Cc2ccccc2)c1
 : 9	5	2	-4	-1	-2	-1	0	2	6
> CN(C(=O)COC(=O)Cn1c(C(F)(F)F)nc2ccccc21)c1c(N)n(Cc2ccccc2)c(=O)[nH]c1=O
 : 10	-2	3	-1	-12	-3	1	0	-50	2
> CC(=O)Cn1ncc(N(C)Cc2ccccc2)c(Cl)c1=O
 : 13	-51	1	-2	-5	-4	2	-2	-30	-3
> COc1ccc(S(=O)(=O)N2CCN(C(=O)N(C)C)C2C)cc1 (centres undefined)
 : -4	-8	-23	-5	-9	-6	3	-4	9	-5
> C#Cc1cccc(NC(=O)c2ccc(Cl)cc2Cl)c1
 : ?	-185	-3	1	7	-2	7	0	-136	9
> CCCc1nc2c(nnn2Cc2ccccc2)c(=O)[nH]1
 : 5	22	-4	0	-1	-6	-1	-2	-28	2
> O=S(=O)(NCC1CCCO1)c1ccc(Br)cc1 (centres undefined)
 : 0	5	6	0	-6	-8	-1	1	-34	-5
> CCN(CC)CCOC(=O)c1ccc([N+](=O)[O-])cc1
 : -21	9	0	0	-6	3	-5	0	-4	-6
> CCC1(C)Cc2c(sc3nnn(CC(=O)Nc4ccc(C)cc4)c(=O)c23)CO1 (centres undefined)
 : 2	4	1	0	2	1	13	-1	7	5

Continuation:
Value order: HSF1 activator	aSyn UTR inh	GSK3B inh	HSP90 inh	Platelet DG rel	IEC-6 cytotox	DYRK1A inh	GSK3 alpha inh	KLF5 inhibitor	HSF1 inhib
> O=C1c2ccccc2C(=O)N1c1cc([N+](=O)[O-])ccn1
 : 1	-6	2	-2	-1	-4	7	-1	-38	1
> Cc1ccc(S(=O)(=O)Nc2cc(=O)[nH]c3c2CCC3)cc1
 : 0	-39	-1	-1	1	0	1	-1	-32	0
> Cc1ccc(NC(=S)NCCC2=CCCCC2)cc1
 : 34	-137	-4	1	4	8	15	-3	-45	17
> COc1ccc(Cl)cc1NC(=O)C1CCCN(S(C)(=O)=O)C1 (centres undefined)
 : 5	-4	1	0	5	9	.	-3	-11	4
> O=C(O)COCC(=O)Nc1ccc2c(c1)CCC2
 : -10	-30	0	4	8	5	7	0	10	-17
> O=c1c([N+](=O)[O-])c(O)c2ccccc2n1Cc1ccccc1
 : -6	-13	4	-1	3	-2	5	-4	-21	1
> Cc1ccc(S(=O)(=O)N2CCCCC2)cc1NC(=O)CCOc1ccccc1
 : 12	20	0	1	-4	1	4	12	4	-9
> Oc1ccc(-c2[nH]ncc2-c2cnn(-c3ccccc3)c2)c(O)c1
 : 16	-14	-9	2	8	-1	45	-1	-15	-3
> COc1ccc(-n2c(C)c(C(C)=O)c3cc(OCC(N)=O)ccc32)cc1
 : -11	14	-1	1	-22	-1	.	-6	7	-3
